GPR151 activ: activators of human GPR151; Q8TDV0; PathHunter beta-arrestin GPR151 cells, luminescence; AID 1508602; activation, % at 11.2 µM; 1% of 650,000 active; in the data active = activation above about 4.9%;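 also: 0% = median of compound wells and 100% = cells with positive control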
Target sequence (Q8TDV0 whole entry, looked up): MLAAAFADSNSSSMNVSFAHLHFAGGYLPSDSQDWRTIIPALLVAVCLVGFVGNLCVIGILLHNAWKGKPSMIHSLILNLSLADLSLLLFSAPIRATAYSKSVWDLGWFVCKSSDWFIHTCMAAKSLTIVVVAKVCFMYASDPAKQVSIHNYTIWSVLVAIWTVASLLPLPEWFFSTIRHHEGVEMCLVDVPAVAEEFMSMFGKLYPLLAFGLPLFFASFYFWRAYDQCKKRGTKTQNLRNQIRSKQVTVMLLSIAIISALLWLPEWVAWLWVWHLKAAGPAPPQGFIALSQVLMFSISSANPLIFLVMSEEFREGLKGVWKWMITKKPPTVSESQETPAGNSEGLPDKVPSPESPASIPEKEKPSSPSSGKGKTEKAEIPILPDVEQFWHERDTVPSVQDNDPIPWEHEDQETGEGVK
TEAD-YAP inh: TEAD-YAP interaction inhibition. HEK-TIYL cells, TEAD-Gal4/YAP UAS-luciferase luminescence. inhibition, % at 9.12 µM. 1.4% of 640,000 active. AID 1259422; in the data active = inhibition above about 32%;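 also: 0% = median of test compound wells and 100% = reference inhibitor wells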
MITF inh: blocks human microphthalmia-associated transcription factor. inhibition, % at 2.6 µM. AlphaScreen MITF homodimerization, bead proximity signal. AID 1259374. O75030. 0.91% of 650,000 active; in the data active = inhibition above about 50%;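 also: 0% = vehicle wells with protein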
FBW7 activator: activators of human E3 ligase FBW7; 0.13% of 650,000 active; Q969H0; normalized activity (activation), % at 26.1 µM; AlphaScreen FBW7–phospho-cyclin E peptide binding, activator screen; in the data active = normalized activity above about 1.9%;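 also: purified mutant Fbw7 with reduced substrate affinity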
Target sequence (Q969H0 whole entry, looked up): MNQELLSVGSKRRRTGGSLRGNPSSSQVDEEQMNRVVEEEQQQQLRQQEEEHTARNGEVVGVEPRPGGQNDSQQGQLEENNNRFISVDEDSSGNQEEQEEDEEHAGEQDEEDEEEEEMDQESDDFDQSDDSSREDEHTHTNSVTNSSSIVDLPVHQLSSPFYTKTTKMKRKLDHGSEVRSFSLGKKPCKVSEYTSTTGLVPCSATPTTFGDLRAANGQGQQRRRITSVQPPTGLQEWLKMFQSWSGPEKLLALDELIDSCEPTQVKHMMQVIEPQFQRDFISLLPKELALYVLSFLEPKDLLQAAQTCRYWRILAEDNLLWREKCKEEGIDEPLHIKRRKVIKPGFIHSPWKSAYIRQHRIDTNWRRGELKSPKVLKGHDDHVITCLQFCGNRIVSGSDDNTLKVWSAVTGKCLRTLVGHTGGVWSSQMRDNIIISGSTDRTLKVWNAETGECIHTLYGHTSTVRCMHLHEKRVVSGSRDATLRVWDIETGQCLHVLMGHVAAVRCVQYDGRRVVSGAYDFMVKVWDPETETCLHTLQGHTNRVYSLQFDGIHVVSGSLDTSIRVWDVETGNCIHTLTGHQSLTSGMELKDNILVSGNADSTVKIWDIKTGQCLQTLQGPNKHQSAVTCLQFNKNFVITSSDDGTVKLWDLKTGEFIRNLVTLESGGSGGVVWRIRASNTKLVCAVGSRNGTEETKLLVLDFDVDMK
Active calls of the source: *. Rows were taken by chance (roughly 3.5% active in at least one column).

entry	compound	GPR151 activ	TEAD-YAP inh	MITF inh	FBW7 activator
1	COc1ccccc1N(C(C)=O)C1SC(=O)N(c2ccccc2)C1=O (configuration not stated)	-0.3	7	4	0.6
2	Nc1ccc(NC2=C(N3CCCCC3)C(=O)c3ccccc3C2=O)cc1	-0.7	-1	-6	-0.5
3	O=C(COC(=O)CCC(=O)c1ccc(F)cc1)Nc1c(F)cccc1F	-1.0	-8	12	0.0
4	O=C(NCCCN1CCOCC1)C(=O)Nc1cccc(C(F)(F)F)c1	-0.9	-3	12	0.8
5	CCC(C)C(NC(=O)OC(C)(C)C)C(=O)NC(Cc1ccccc1)C(=O)OC (configuration not stated)	0.8	8	-3	0.1
6	O=C(Cn1nc(-c2ccccc2)ccc1=O)Nc1cccnc1	0.0	11	3	0.7
7	Cc1cncc2cccc(NC3CCCN(C(=O)C(O)c4ccc(Br)cc4)C3)c12 (configuration not stated)	2.5	47*	2	-0.3
8	CCN(CCN(C)C)C(=O)Cn1ncc2c(=O)oc3ccc(C)cc3c21	0.0	-5	-1	-0.1
9	CCOC(=O)C1=C(C)N=c2s/c(=C\c3cn(Cc4ccccc4Cl)c4ccccc34)c(=O)n2C1c1ccc(OC)cc1OC (configuration not stated)	-0.5	5	2	0.0
10	Cc1cc(C(=O)NCc2cc(C(=O)O)co2)c(C)o1	-0.7	-5	-3	0.0
11	CCCCN(CC)C(=O)c1sc2ncn(Cc3cccc(F)c3)c(=O)c2c1C	1.4	3	6	0.0
12	CCn1c2ccccc2c2cc(NC(=O)CN3CCN(c4ccccn4)CC3)ccc21	-1.9	1	13	0.2
13	CCCCCOC(=O)CSc1nc2sc3c(c2c(=O)n1-c1ccc(OC)cc1)CC(C)(C)OC3	0.4	-2	-5	-0.1
14	CSCCC(=O)NCC1Cc2cc(-c3cncnc3)cc(Cl)c2O1 (configuration not stated)	2.4	1	1	0.0
15	CC1(C)Cc2ccccc2-c2nnc(SCCN3CCOCC3)n21	0.8	-1	0	-0.1
16	CCc1ccc(C(=O)CC2(O)C(=O)N(CC(N)=O)c3ccccc32)cc1 (configuration not stated)	1.2	-2	8	0.2
17	O=C(c1cnc2scc(-c3ccc(Cl)s3)n2c1=O)N1CCCCC1	0.2	15	-13	-0.1
18	Cc1ccc(N(CC(O)CN(Cc2ccccc2)Cc2ccccc2)S(=O)(=O)c2ccccc2[N+](=O)[O-])cc1 (configuration not stated)	-0.1	0	18	-0.1
19	N#C/C(=C\c1cn[nH]c1-c1ccc(Cl)cc1)c1nn(CCO)c(N)c1C#N	-0.8	3	-1	0.9
20	O=C(Cn1[nH]c(=O)c2ccccc2c1=O)Nc1cccc(S(=O)(=O)N2CCCCC2)c1	1.5	6	10	0.2
21	CCOC(=O)CC(NS(=O)(=O)c1c(C)cc(C)cc1C)c1ccc(C)cc1 (configuration not stated)	0.1	-6	-13	0.0
22	CCN(Cc1ccccc1)Cc1nnnn1CCOC	-0.5	1	12	0.2
23	O=C1CC(NC2CCCCC2)C(=O)N1c1cccc(C(F)(F)F)c1 (configuration not stated)	1.5	7	8	0.1
24	COc1ccc(C2=Nc3ccc(Cl)cc3C(c3ccccc3)N2CC(=O)NN)cc1 (configuration not stated)	0.3	16	4	0.1
25	Cc1c(CCC#N)c(-n2cnc3ccccc32)n2c(nc3ccccc32)c1C#N	-0.3	10	6	-0.2
26	CCOc1cccc(C2C(C(=O)OC)=C(C)NC3=C2C(=O)CCC3)c1 (configuration not stated)	-0.3	-2	11	0.5
27	CC1(C)Cc2c(sc(NC(=O)c3cccc(F)c3)c2C#N)C(C)(C)N1	0.0	16	18	0.1
28	COc1ccc(C=C(C#N)C#N)c(Cn2cc(Cl)cn2)c1	-0.4	5	-4	-0.1
29	Cc1cccnc1C1(O)CCN(C(=O)Nc2ccccc2F)CC1	-0.4	-11	8	0.2
30	CN1C(=O)NC(=O)/C(=C\c2ccc(Cl)cc2)C1=O	0.2	11	10	-0.4
31	O=C1CCN(C(=O)c2ccc(Cl)cc2Cl)c2ccccc2N1	1.3	6	10	-0.1
32	COCCn1nnnc1C(c1ccc(Cl)cc1)N1CCN2CCCC2C1 (configuration not stated)	-0.4	-3	44	-0.1
33	CC1CN(c2ccc([N+](=O)[O-])c(NCCOc3ccc(Cl)cc3)c2)CCN1 (configuration not stated)	1.5	-17	9	-0.4
34	Cc1cc(CN(C)Cc2c(C(=O)N3CCCCCCC3)nc3sccn23)on1	-0.2	2	5	0.0
35	CC(C)NC(=O)CCCOc1ccccc1	-0.4	-5	11	0.2
36	CCOC(=O)C1=C(C)N=c2s/c(=C\c3ccccc3O)c(=O)n2C1c1ccc(N(C)C)cc1 (configuration not stated)	-2.0	3	-2	-0.3
37	Cc1ccc(NC(=O)C2C3C=CC4(O3)C2C(=O)N(CCc2ccccc2Cl)C4C(=O)NC2CCCCC2)cc1Cl (configuration not stated)	0.9	-1	5	0.3
38	CN(C)CCSc1nc(C2COc3ccc(C(=O)NC4CC4)cc3C2)nc2ccc(-c3cn[nH]c3)cc12 (configuration not stated)	-1.6	12	25	0.4
39	c1ccc(Nc2nccc(NC3CC3)n2)cc1	-0.4	-34	7	0.1
40	CCc1ccc(OCc2nnc(NC(=O)c3ccc(OC)cc3)s2)cc1	1.0	1	2	0.1
41	CCOc1ccc2nc(N(CC3CCCO3)C(=O)Cc3ccc4c(c3)OCO4)sc2c1 (configuration not stated)	4.1	-16	0	0.1
42	COc1cc2cc(CN(CCO)C(=O)NC3CCCCC3)c(=O)[nH]c2cc1OC	0.3	2	-1	0.0
43	CCOc1ccc(NC(=O)CCl)cc1	1.6	23	9	-0.1
44	O=C(NCCC1=CCCCC1)c1cc(Sc2ccccc2Cl)nc2ccccc12	1.6	-8	10	0.0
45	O=C(O)Cn1c(SCC(=O)c2ccc(F)cc2)nc2ccsc2c1=O	-0.8	7	4	0.0
46	COc1cc(NC(=O)c2cc3c(CO)cnc(C)c3oc2=Nc2ccccc2)cc(OC)c1	0.2	-8	-8	-0.2
47	Cc1cc(C)cc(NC(=O)N2CCC(C(N)=O)(N3CCCCC3)CC2)c1	0.7	0	5	0.0
48	COc1cc2c(cc1OC)C(C)N(C(=S)NCc1ccccc1)CC2 (configuration not stated)	-0.5	9	-2	-0.4
49	CC(C)(c1ccccc1)c1ccc(OCCCNCCO)cc1	-0.8	-2	33	0.0
50	CCS(=O)(=O)C1=NN2C(=N)/C(=C\c3ccc(Br)o3)C(=O)N=C2S1	-0.4	0	78*	-0.6

The list goes on.
entry	compound	GPR151 activ	TEAD-YAP inh	MITF inh	FBW7 activator
51	CC1=C(C(=O)N2CCOCC2)C(c2cccs2)C2=C(CCCC2=O)N1 (configuration not stated)	2.9	8	6	-0.1
52	Cc1c(NC(=O)Nc2c(Cl)cccc2Cl)sc(=S)n1C	-1.1	3	42	0.0
53	COCCn1c(SCC(=O)NCCc2ccccc2)nc2cccnc21	-0.3	5	13	0.2
54	C=CCNC(=O)CCn1c(=O)sc2ccccc21	0.3	4	2	-0.8
55	COc1ccnc(N2CCC(N(CC3CC3)C(C)=O)CC2)n1	-1.9	-2	14	0.3
56	COc1cc(CN2CCC(n3nccc3NC(=O)Cc3ccccc3)CC2)ccc1F	-1.6	8	12	0.4
57	O=C1COc2ccc(C(=O)N(CC(=O)NC3CCCC3)Cc3cccs3)cc2N1	0.8	7	8	-0.1
58	Brc1ccc(-c2ccc(C3CCCCC3)cn2)cc1	0.7	63*	6	-0.1
59	c1ccc(-n2nnnc2SCc2nc3ccccc3s2)cc1	-0.2	-48	8	0.8
60	NC(=O)C1CCN(C(=O)CCc2cccc(Oc3ccc(F)cc3)c2)CC1	0.2	5	3	0.0

Taken from above.
Entry of `O=C1COc2ccc(C(=O)N(CC(=O)NC3CCCC3)Cc3cccs3)cc2N1` in GPR151 activ: 0.8
Entry of `COc1cc(CN2CCC(n3nccc3NC(=O)Cc3ccccc3)CC2)ccc1F` in FBW7 activator: 0.4
Entry of `c1ccc(-n2nnnc2SCc2nc3ccccc3s2)cc1` in GPR151 activ: -0.2
Entry of `C=CCNC(=O)CCn1c(=O)sc2ccccc21` in GPR151 activ: 0.3
Entry of `Brc1ccc(-c2ccc(C3CCCCC3)cn2)cc1` in MITF inh: 6
Entry of `Cc1c(NC(=O)Nc2c(Cl)cccc2Cl)sc(=S)n1C` in FBW7 activator: 0.0
Entry of `COCCn1c(SCC(=O)NCCc2ccccc2)nc2cccnc21` in MITF inh: 13

The results go on:
entry	compound	GPR151 activ	TEAD-YAP inh	MITF inh	FBW7 activator
61	CCOC(=O)C(C)C(C#N)c1nc2ccccc2n1C (configuration not stated)	-0.2	-4	9	0.2
62	COc1ccc(/C=c2\sc3nc(-c4ccccc4OC)nn3c2=O)cc1	3.1	-2	-3	-0.2
63	N#Cc1cc2cc3c(cc2nc1SCC(=O)Nc1c[nH]c(=O)[nH]c1=O)OCO3	-0.2	4	9	0.2
64	O=C(NNC(=S)NC(=O)c1ccco1)c1cccnc1	-0.8	-6	4	-0.2
65	CCC(/C=N/NC(=O)C(=O)N/N=C/C(CC)CC)CC	-0.8	-6	10	0.6
66	COCCCNC(=O)C(=O)Nc1cccc(C(F)(F)F)c1	-1.4	3	11	1.0
67	NNC(=O)CSc1cccc2cccnc12	1.6	-8	6	-0.5
68	CCOC(=O)c1nc(Nc2ccc3c(c2)OCO3)c2c3c(sc2n1)CCCC3	-1.5	-11	-8	0.0
69	Nc1c(Cl)cc(Cl)cc1C(=O)OCC(=O)c1ccc2c(c1)OCCO2	-0.9	-6	2	-0.1
70	CC1(c2ccc(Cl)cc2Cl)NC(=O)N(CC(=O)Nc2cccc(F)c2)C1=O (configuration not stated)	-1.4	-8	-12	0.0
71	COc1ccc(Nc2nc(C)cc(=O)[nH]2)c(OC)c1	0.7	10	0	-0.1
72	CN(Cc1nc2ccccc2n1C)S(=O)(=O)c1ccc(F)cc1	-0.4	-19	28	0.1
73	O=C(COc1cccc(Cl)c1)N/N=C/c1ccc(Br)o1	0.1	-9	0	-0.1
74	O=c1c2ccccc2nc(SCc2ccc(F)cc2Cl)n1-c1ccc(F)cc1	-0.5	-15	-3	-0.3
75	O=C(NCC1Cc2c(ccc3cc(-c4cccnc4)ccc23)O1)C1COc2ccccc2O1 (configuration not stated)	-0.6	-4	6	-0.1
76	COC(=O)c1ccc(C(=O)Nc2nc3ccc([N+](=O)[O-])cc3s2)cc1	-2.3	3	24	0.1
77	CCN(CC)S(=O)(=O)c1ccc(Cl)c(C(=O)N2c3ccccc3Sc3ccccc32)c1	-0.1	8	17	1.0
78	O=C(Nc1ccc(Cl)cc1Cl)c1cc(S(=O)(=O)N2CCCc3ccccc32)ccc1F	-2.8	1	-5	-0.2
79	Cc1nc(N2CCCCC2)c2c(C)c(C(=O)Nc3c(F)cc(F)cc3Br)sc2n1	1.0	-3	-1	-0.1
80	O=C(CCCCCCC(=O)NCCN1CCCC1)NCCN1CCCC1	-0.8	-6	-9	-0.1

From entry 1 up to 3, as listed above:
entry	compound	GPR151 activ	TEAD-YAP inh	MITF inh	FBW7 activator
1	COc1ccccc1N(C(C)=O)C1SC(=O)N(c2ccccc2)C1=O (configuration not stated)	-0.3	7	4	0.6
2	Nc1ccc(NC2=C(N3CCCCC3)C(=O)c3ccccc3C2=O)cc1	-0.7	-1	-6	-0.5
3	O=C(COC(=O)CCC(=O)c1ccc(F)cc1)Nc1c(F)cccc1F	-1.0	-8	12	0.0

Going on with the list:
entry	compound	GPR151 activ	TEAD-YAP inh	MITF inh	FBW7 activator
81	Cc1ccc(SCCCN2CCNCC2)cc1	1.3	-4	32	-0.1
82	CCOc1cc(C(=O)NCc2n[nH]c(=S)n2-c2ccc(Cl)c(Cl)c2)cc(OCC)c1OCC	-0.3	4	12	-0.1
83	Cc1ccc(-c2csc(NC(=O)c3cc(=O)c4ccccc4o3)n2)c(C)c1	0.3	2	8	0.1
84	O=C(Cn1cnc2ccccc2c1=O)NCCC(=O)Nc1ccc2c(c1)OCO2	1.0	4	18	0.1
85	Cc1ncc(CN2CCN(C3CCN(C(C)C)CC3)C(CCO)C2)s1 (configuration not stated)	0.6	9	-7	0.1
86	Cc1ccc(C)c(S(=O)(=O)N2CCN(Cn3c(NCCO)nc4ccccc43)CC2)c1	-1.0	2	-1	0.0
87	CCCc1[nH]n(-c2ccc([N+](=O)[O-])cc2)c(=O)c1/C=N/N1CCN(C)CC1	-7.5	-19	9	-0.1
88	COc1cc2nc(NC(=O)c3ccc(C)cc3C)sc2cc1OC	2.8	1	-5	0.3
89	CCCC(=O)Nc1c2c(nn1-c1ccc(OC)cc1)CSC2	-1.4	-2	2	-0.1
90	COC(=O)c1ccccc1NC(=O)CN(c1ccc(C)cc1)S(=O)(=O)c1ccc(OC)cc1	0.1	0	10	0.0
91	CCCCN(C)C(=O)c1cn(C)c2ccc(S(=O)(=O)N3CCCC3)cc2c1=O	0.3	-2	13	0.4
92	CCOc1cc(C2Nc3ccccc3C(=O)N2Cc2ccco2)ccc1O (configuration not stated)	-0.4	-3	-1	-0.2
93	COc1ccc(C)cc1NC(=O)c1sc2nc3n(c(=O)c2c1C)CCCC3	1.7	0	-1	-0.2
94	NC(=O)c1cc2cc(Cl)cc(Cl)c2oc1=Nc1ccccc1F	-0.6	-12	-23	0.1
95	O=C(CCc1nnc(Cc2c[nH]c3ccccc23)o1)NCCn1ccc2ccccc21	-0.1	0	12	2.3*
96	O=C(CCc1ccccn1)N1CCCC(N2CCOCC2)C1 (configuration not stated)	-0.1	2	-1	0.2
97	O=C(CSC1=NC(=O)C(Cc2ccccc2)C(=O)N1)Nc1cccc2ccccc12 (configuration not stated)	1.9	11	6	0.4
98	O=C1CSC(c2ccc(Cl)cc2)N1Nc1nc(Nc2ccccc2)nc(N2CCCCC2)n1 (configuration not stated)	1.3	0	-17	0.0
99	O=C1CCCN1CCn1cnc2c(NC3CC3)nc(N3CCc4ccccc4C3)nc21	3.0	4	-9	0.0

Source: PubChem BioAssay (The Scripps Research Institute Molecular Screening Center)
